# PfHsp90 set2: growth inhibition of PfHsp90-expressing yeast, primary screen, antimalarial PfHsp90 inhibitor project, S. cerevisiae, BacTiter-Glo luminescence, single point, set 2. BacTiter-Glo ATP, 48 h; yeast lacking PDR1 and PDR3 efflux regulators. inhibition, % at 9.4 µM. AID 504621, 2011. hit rate 0.32% among 310,000;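 active means every replicate shows inhibition above about 80%, whatever the replicate mean, limit read from the data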;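 further: 0% = DMSO neutral controls and 100% = 20 µM radicicol positive controls; yeast relying on Plasmodium falciparum Hsp90 in place of its own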
# Ecoli viability: E. coli V3065 growth inhibition, primary screen, counter-screen for AddAB inhibitor project, absorbance, OD600 | AID 449728, 2010 | 18 h | hit rate 0.27% among 330,000 | inhibition, % at 11.9 µM;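 active means inhibition above the campaign's mean inhibition across all tested compounds plus 3 SD, cut at about 9.9% in these data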;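 further: uninfected addAB+ strain grown without phage in ampicillin broth; 0% = DMSO wells and 100% = ciprofloxacin 0.95 µg/ml wells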
# PKA-R1A act: activators of PKA-R1A holoenzyme, primary screen, biochemical, fluorescence polarization, Cy5-IP20, bovine R1A, mouse PKAc | activation, % at 11.4 µM | PKA-R1A dissociation; scaled: DMSO 0%, 113 µM cGMP 100% | hit rate 0.083% among 340,000;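 active means percent activation above the mean of all tested compounds plus 3 SD, cut at about 19% in these data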;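 further: higher means more PKAc released from R1A so a rise in polarization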
# HTR5A ag: HTR5A agonists in luminescence cell assay, primary screen, counter-screen for OPRM1-OPRD1 heterodimer agonist project, full-deck HTS. activation, % at 9.3 µM. 5-hydroxytryptamine receptor 5A (Homo sapiens), P47898. hit rate 0.61% among 340,000. AID 504692, 2011. cell-based; in the data active means activation mostly above about 9.5%, no sharp cut-off; inactive means mostly below about 7.6%;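 further: 0% = cells with vehicle only and 100% = reference agonist; strong numbers were not always called active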
# Target sequence (P47898 whole entry, looked up): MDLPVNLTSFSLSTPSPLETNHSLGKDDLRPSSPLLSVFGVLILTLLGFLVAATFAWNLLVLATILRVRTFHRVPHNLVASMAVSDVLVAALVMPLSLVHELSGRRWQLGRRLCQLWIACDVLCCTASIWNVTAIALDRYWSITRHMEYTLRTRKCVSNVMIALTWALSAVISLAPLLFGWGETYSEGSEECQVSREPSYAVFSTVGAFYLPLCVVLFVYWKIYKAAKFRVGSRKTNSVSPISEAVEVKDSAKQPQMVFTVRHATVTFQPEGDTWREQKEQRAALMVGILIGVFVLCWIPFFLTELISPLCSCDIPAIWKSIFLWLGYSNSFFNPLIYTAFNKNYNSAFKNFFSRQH
# MOR-DOR inv ag: inverse agonists of MOR-DOR heterodimerization, primary screen, cell-based, luminescence. AID 504357, 2011. hit rate 0.21% among 340,000. Mu-type opioid receptor (Homo sapiens) + Delta-type opioid receptor (Homo sapiens), …. inhibition, % at 9.3 µM. cell-based MOR-DOR heterodimer luminescence, inverse agonism; in the data active means inhibition above about 22%, passing the limit was not always enough;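 further: 0% = cells with DMSO and 100% = wells without cells with DMSO; values of inactives mirror those of a sister screen read the other way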
# HTR5A inv ag: HTR5A inverse agonists in luminescence cell assay, primary screen, counter-screen for OPRM1-OPRD1 heterodimer inverse agonist project, full-deck HTS; HTR5A cell line, inverse agonism; 5-hydroxytryptamine receptor 5A (Homo sapiens), P47898; hit rate 0.083% among 340,000; inhibition, % at 9.3 µM; AID 504634, 2011; in the data active means inhibition mostly above about 23%, no sharp cut-off; inactive means mostly below about 18%;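 further: 0% = cells with DMSO and 100% = no-cell wells with DMSO; some compounds called inactive have numbers as strong as hits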
# DSG3 Ab inh: inhibitors of pemphigus antibody binding to DSG3, primary screen, biochemical, bead-based, flow cytometry, scFv-GFP; hit rate 0.48% among 310,000; binding (percent of control), % at 10 µM; Desmoglein-3 (Homo sapiens), P32926; AID 588358, 2011; DSG3-coupled beads, scFv-anti-DSG3-GFP binding; active compounds read low;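 active means binding more than 3 SD below its plate's average and above zero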;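 further: hits lower antibody fragment binding to DSG3; some compounds called inactive have numbers as strong as hits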
# OPRM1-OPRD1 ag: agonists of OPRM1-OPRD1 heterodimerization, primary screen, cell-based, luminescence; activation, % at 9.3 µM; cells; hit rate 0.3% among 340,000; in the data active means activation above about 18%;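 further: 0% = vehicle-treated cells and 100% = reference agonist; values of inactives mirror those of a sister screen read the other way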
# phage Ecoli inh: growth loss of phage-infected E. coli, primary screen, RecBCD inhibitor project, absorbance, with phage, HTS. AID 651602, 2012. hit rate 0.26% among 360,000. inhibition, % at 11.9 µM; in the data active means inhibition above about 11%
# Mot1-301 SUMO: yeast Mot1-301 growth rescue at high temperature, primary screen, SUMOylation pathway inhibitor project, S. cerevisiae, ATP luminescence, 38.5C. S. cerevisiae Mot1-301 growth rescue; percent above DMSO median, 100 means doubled. growth rescue, % at 18.8 µM. hit rate 1% among 320,000. AID 2716, 2010;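 active means every valid replicate shows activation above 250% relative to neutral control wells; inactive means the rest, any valid replicate at or below 250%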;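 further: OY570 slx delta 5 strain wells were the positive control but not used for scaling; some compounds called inactive have numbers as strong as hits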
# AddAB inh: growth inhibition of E. coli expressing H. pylori AddAB, primary screen, AddAB inhibitor project, absorbance; AID 435030, 2010; inhibition, % at 11.9 µM; hit rate 0.29% among 330,000; in the data active means inhibition above about 12%;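 further: 0% = vehicle wells of infected cells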
# * marks the source's active call; other numbers are inactive results; . = not tested or not shown; + = active, no number.
SMILES,PfHsp90 set2,Ecoli viability,PKA-R1A act,HTR5A ag,MOR-DOR inv ag,HTR5A inv ag,DSG3 Ab inh,OPRM1-OPRD1 ag,phage Ecoli inh,Mot1-301 SUMO,AddAB inh
O=P(O)(COc1ccccc1)COc1ccccc1,0,-2.4,-1,-3,9,8,.,-1.8,3.4,-2,-0.7
COCCCNC(=O)/C(C#N)=C/c1c(N2CCN(c3cccc(Cl)c3)CC2)nc2c(C)cccn2c1=O,-26,-1.3,0,0,18,-1,89,-3.5,-0.7,3,-1.9
O=C(NC(Cc1c[nH]c2ccccc12)C(=O)NCCCN1CCOCC1)c1cccs1 (stereo not given),6,0.9,-4,0,12,0,101,-2.7,4.0,14,3.4
CCN1C(=O)C(CC(=O)Nc2ccc(OC)cc2)N(CCc2ccccc2)C1=S (stereo not given),.,-1.0,-2,0,-17,-8,111,3.5,1.3,9,4.9
NC(=O)c1ncc(C(F)(F)F)cc1Cl,1,-2.1,4,-1,11,3,98,-2.2,5.8,-15,-1.5
CCN(CC)C(=O)CCCOc1ccc(Cl)cc1Cl,.,-2.2,-3,3,0,-10,.,0.0,2.3,8,0.4
COc1ccccc1N(CC(O)COc1ccccc1C)S(=O)(=O)c1ccccc1 (stereo not given),5,-0.3,-4,-1,-3,2,118,0.5,4.5,152,2.3
COc1ccc(-n2c(C)cc(C(=O)CN3C(=O)NC4(CCCc5sccc54)C3=O)c2C)cc1 (stereo not given),1,0.3,-11,2,-33,-7,92,4.6,2.5,+,-0.4
Cc1ccc(C(C[N+](=O)[O-])c2c(-c3ccccc3O)[nH][nH]c2=O)cc1 (stereo not given),-49,-0.1,-2,0,1,0,98,-0.2,5.0,272*,8.1
COC(=O)c1cc(NC(=O)N2c3ccccc3Sc3ccccc32)cc(C(=O)OC)c1,-17,0.4,-8,-2,-10,6,100,1.6,5.2,10,2.3
N#CCSc1ccc(S(=O)(=O)N2CCOCC2)cn1,-12,-1.0,0,-3,13,10,.,-2.6,3.6,-8,0.4
COc1ccc(COC(=O)N/N=C(\C)CC(=O)Nc2ccc(Cl)cn2)cc1,7,-1.0,.,.,.,.,86,.,2.5,7,-0.9
Cc1ccc(SCC(=O)Nc2cccc(-c3nnc(-c4ccco4)o3)c2)cc1,-29,-0.5,-15,7,11,-17,79,-2.0,2.5,182,-2.9
COc1ccc(CN2CCN(C(=O)c3cccc(OC)c3OC)CC2)cc1OC,14,-1.2,-8,4,-3,-11,103,0.5,4.2,7,6.2
CCOC(=O)N1CCN(C(=O)CN(c2cc(Cl)ccc2OC)S(=O)(=O)c2ccccc2)CC1,-8,-2.5,-3,0,16,5,102,-2.7,1.6,-16,0.7
O=C(NCC(c1ccco1)N1CCc2ccccc21)c1ccc([N+](=O)[O-])cc1 (stereo not given),27,0.0,-1,-3,-14,8,114,2.6,-1.6,-10,1.7
CC(C)C(OC(=O)c1ccco1)C(=O)NCc1ccc2c(c1)OCO2 (stereo not given),15,2.6,8,6,-8,-10,.,1.2,0.8,10,1.5
COc1ccccc1NS(=O)(=O)c1ccc(C(=O)OCC(=O)NCc2ccco2)cc1,2,0.8,10,-3,-6,3,100,1.1,2.2,3,-0.4
CC1CN(C(=O)c2ccc(COc3ccc(C(C)C)cc3)o2)CC(C)O1 (stereo not given),-31,0.7,4,3,-21,-6,105,4.1,5.2,3,0.0
CCC(=O)N1CCc2cc(S(=O)(=O)CCC(=O)N3CCN(c4ccccc4)CC3)ccc21,-7,-2.7,7,4,7,16,92,-1.3,0.0,2,-0.4
Cc1cccc(Nc2c([N+](=O)[O-])c(=O)oc3ccccc23)c1,1,-0.5,-14,-3,-7,12,.,1.4,2.8,1,1.6
CC(C)NC(=O)Cn1cc(C(=O)COc2ccccc2)c2ccccc21,-6,1.5,-7,1,-1,-4,107,0.1,1.5,-15,-0.2
O=C(Cn1ncc2c1-c1ccccc1OC2)Nc1ccc(Cl)cn1,-2,-0.1,-1,-1,8,2,78,-1.5,3.0,3,-0.3
Brc1cc2c(cc1/C=N/Nc1nc(N3CCCC3)nc(N3CCOCC3)n1)OCO2,.,-1.4,-11,-1,-7,2,.,1.1,0.6,34,1.3
COc1cccc(-c2sc3ccc(OC)cc3c2-c2cc(F)cc(OC)c2)c1,-13,1.2,2,-3,10,8,102,-1.8,3.0,-5,2.3

# Following part.
SMILES,PfHsp90 set2,Ecoli viability,PKA-R1A act,HTR5A ag,MOR-DOR inv ag,HTR5A inv ag,DSG3 Ab inh,OPRM1-OPRD1 ag,phage Ecoli inh,Mot1-301 SUMO,AddAB inh
Clc1ccc2nc(COc3ccccc3)[nH]c2c1,-3,-0.6,-8,1,-6,-2,88,1.2,1.5,80,-2.0
O=S(=O)(NC1CCCC1)c1ccc(S(=O)(=O)N(Cc2cccs2)CC2CCCO2)cc1 (stereo not given),-14,0.3,5,7,-13,3,102,2.4,1.7,-13,3.6
CC(C)N(Cc1ccccc1)C(=O)CN1C(=O)NC2(CCCC2)C1=O,-4,1.4,2,2,11,-4,.,-2.7,0.5,1,1.1
NC(=O)c1c(Nc2nc3c(F)cccc3s2)sc2c1CCCC2,-24,1.0,4,0,-10,-8,94,2.0,2.8,-9,2.6
O=C(CNS(=O)(=O)c1cccc2nsnc12)NCc1ccc(Cl)cc1,-5,0.0,-6,-1,9,-3,94,-1.6,3.7,-14,1.5
Cc1sc(NC(=O)CCCC(=O)O)c(C(N)=O)c1-c1ccccc1,-4,-1.1,-8,6,13,-2,101,-2.7,2.2,-10,1.2
CCCOP(=O)(OCCC)c1nc(-c2ccccc2)oc1NCc1ccccc1,-2,-1.8,-12,-7,-24,17,89,3.6,4.1,.,0.4
O=C(c1cc(COc2ccc(F)cc2Cl)on1)N1CCCC(c2ccccc2)C1 (stereo not given),-9,2.5,6,-3,-1,-8,106,0.3,5.0,-4,2.4
Cc1cc(Oc2ccccc2)nc(SCC(=O)Nc2ccccc2)n1,-19,-0.1,-18,4,-2,-11,101,0.5,5.8,-2,1.1
CC(C)CN(C(=O)c1ccc(S(=O)(=O)N2CCCC2)cc1)C1CCS(=O)(=O)C1 (stereo not given),.,1.6,6,-7,4,20,99,-0.7,1.6,-9,0.9
O=S(=O)(Nc1cc(Cl)ccn1)c1ccc(Cl)cc1,-11,-4.2,-9,-3,2,17,93,-0.4,4.4,-8,-1.6
CN1c2ccccc2C(O)=C(C(=S)Nc2ccc(F)c(Cl)c2)S1(=O)=O,12,1.2,1,3,14,8,104,-2.7,3.5,-14,3.5
CSC(=NC#N)N1CCN(c2ccc([N+](=O)[O-])cc2)CC1,4,-0.4,-1,0,14,-20,98,-3.1,4.1,16,2.0
CC(=O)c1ccc(NC(=O)C2CCN(S(=O)(=O)c3ccc4c(c3)N(C(C)=O)CCO4)CC2)cc1,-11,0.1,-3,-1,12,22,.,-2.3,-2.0,8,0.4
CCOc1ccc2ccccc2c1/C=N/NC(=O)CNC(=O)C(c1ccccc1)c1ccccc1,-3,2.2,-21,1,-4,13,92,0.7,3.4,162,1.2
OC(CN1C2=NCCN2c2ccccc21)c1ccccc1 (stereo not given),-9,3.7,-2,1,5,14,103,-0.8,3.0,-6,0.8
O=C(Nc1ccc(N2CCCCC2)cc1)c1ccc(F)cc1F,-1,2.3,1,0,1,-8,116,-0.2,-0.1,-1,1.8
O=C(NOCc1ccccc1)c1ccc(Cl)cc1,44,2.8,-2,-3,6,7,97,-1.6,6.6,7,3.7
CC(NCC(=O)Nc1cc(S(=O)(=O)N2CCOCC2)ccc1Cl)c1ccc(Cl)cc1Cl (stereo not given),.,2.2,6,0,-32,0,108,4.9,-1.2,52,1.7
C(#CC1CCCC1)c1ccc2c(c1)COc1c3ccccc3nn1-2,-3,0.8,-5,-1,-14,3,103,2.3,5.0,-5,-0.6
O=C(C[C@H]1C(=O)N(CCc2ccccc2)C[C@@H]1Cc1ccccc1)Nc1ccccc1,-1,2.6,-4,0,-40,1,104,8.8,1.9,5,0.1
CCc1ccc(NC(=S)N2CCCC(C(F)(F)F)C2)cc1 (stereo not given),0,2.5,-11,0,14,11,100,-2.5,3.6,-13,-0.6
c1ccc(C(Cc2nc(-c3ccncc3)no2)c2ccccc2)cc1,2,-0.4,-9,14,-31,-38,101,7.2,5.8,0,0.5
O=C(CN1CC(=O)Oc2ccccc21)NCc1ccco1,5,-3.7,4,8,7,18,.,-1.7,-0.8,91,0.2
C/C(CC(=O)Nc1ccc(C)c(Cl)c1)=N\NC(=O)Cc1ccccc1,15,-1.0,-3,12*,-7,-32,101,1.5,-0.1,-6,5.1

# Next part
SMILES,PfHsp90 set2,Ecoli viability,PKA-R1A act,HTR5A ag,MOR-DOR inv ag,HTR5A inv ag,DSG3 Ab inh,OPRM1-OPRD1 ag,phage Ecoli inh,Mot1-301 SUMO,AddAB inh
CCOc1cc(/C=C\[N+](=O)[O-])ccc1OCC(=O)N1CCOCC1,-49,-0.4,-17,-2,-33,8,104,6.8,0.8,-42,0.3
Cc1ccc(C)c(NC(=O)c2cc(-c3cc(C)ccc3O)n[nH]2)c1,33,1.4,-5,1,-14,-5,.,3.0,2.1,-4,0.2
COc1ccc(C(=O)OCC(=O)NCCN2C(=O)CSC2=O)cc1[N+](=O)[O-],2,1.0,2,0,16,1,140,-3.1,2.5,-14,0.2
Ic1ccc(N2CCN(Cc3c[nH]c4ncccc34)CC2)cc1,-12,2.2,-3,2,-22,3,114,4.0,3.5,17,0.6
Cc1nnc(OCC(=O)NCCC2=CCCCC2)c2ccccc12,2,-2.3,-5,0,-4,0,98,0.7,1.8,-8,-1.0
Cc1[nH]c2ccccc2c1C(=O)CSc1nc2ccccc2[nH]1,8,0.4,-4,0,-30,-3,103,5.2,0.9,-9,1.6
O=C(Nc1ccc(C(=O)NCCCN2CCN(c3ccccc3)CC2)cc1)C1=CSCCO1,9,1.4,-4,5,14,-15,72,-2.8,3.0,-6,2.6
Cc1ccc(C(C#N)c2ccc3c(C(F)(F)F)cc(C(F)(F)F)nc3n2)cc1 (stereo not given),-5,-1.3,0,-2,-5,6,92,1.1,1.1,-10,2.4
COc1ccc(NS(=O)(=O)c2ccc(NC(=S)NC(=O)C(C)C)cc2)cc1,39,0.4,4,1,-15,-1,102,3.3,0.3,9,1.1
O=C(c1cc2nc(-c3ccco3)cc(C(F)(F)F)n2n1)N1CCN(c2ccc(F)cc2)CC1,-39,-1.7,-2,1,-20,-3,104,3.6,1.7,1,-3.4

# Bioassay records as filed in PubChem BioAssay.
